NALP1 yeast inh: blocks the NALP1 inflammasome reconstituted in yeast | S. cerevisiae NALP1/ASC/caspase-1 growth, X-gal OD620, 72 h | hit rate 0.61% among 280,000 | inhibition, % at 10 µM; in the data active means inhibition mostly above about 24%, no sharp cut-off; inactive means mostly below about 32%; further: some compounds called inactive have numbers as strong as hits
PfM18AAP inh: blocks P. falciparum M18 aspartyl aminopeptidase; recombinant PfM18AAP, H-Glu-NHMec fluorogenic cleavage; inhibition, % at 7.35 µM; hit rate 1.2% among 290,000; AID 1822;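 active means inhibition above the campaign mean inhibition over all tested compounds plus 3 SD, cut at about 28% in these data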;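 further: 0% = plate median of test compound wells and 100% = 2 mM ZnCl2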
MEKK3 PB1 HTS: raises or lowers MEK5 binding to the human MEKK3 PB1 domain; hit rate 1.4% among 290,000; Q99759; AID 1529; binding response (% of control), % at 10 µM; bead-based flow cytometry, Alexa488-MEK5 binding to MEKK3; actives lie on both sides; 0 = blocked by unlabeled MEK5, 100 = vehicle;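 active means binding response more than 3 SD above or below the average of its plate-row segment, actives on both sides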;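 further: Alexa488 bead fluorescence after subtracting the streptavidin-only scavenger bead signal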
Target sequence (Q99759 whole entry, looked up, the tested form may be a part): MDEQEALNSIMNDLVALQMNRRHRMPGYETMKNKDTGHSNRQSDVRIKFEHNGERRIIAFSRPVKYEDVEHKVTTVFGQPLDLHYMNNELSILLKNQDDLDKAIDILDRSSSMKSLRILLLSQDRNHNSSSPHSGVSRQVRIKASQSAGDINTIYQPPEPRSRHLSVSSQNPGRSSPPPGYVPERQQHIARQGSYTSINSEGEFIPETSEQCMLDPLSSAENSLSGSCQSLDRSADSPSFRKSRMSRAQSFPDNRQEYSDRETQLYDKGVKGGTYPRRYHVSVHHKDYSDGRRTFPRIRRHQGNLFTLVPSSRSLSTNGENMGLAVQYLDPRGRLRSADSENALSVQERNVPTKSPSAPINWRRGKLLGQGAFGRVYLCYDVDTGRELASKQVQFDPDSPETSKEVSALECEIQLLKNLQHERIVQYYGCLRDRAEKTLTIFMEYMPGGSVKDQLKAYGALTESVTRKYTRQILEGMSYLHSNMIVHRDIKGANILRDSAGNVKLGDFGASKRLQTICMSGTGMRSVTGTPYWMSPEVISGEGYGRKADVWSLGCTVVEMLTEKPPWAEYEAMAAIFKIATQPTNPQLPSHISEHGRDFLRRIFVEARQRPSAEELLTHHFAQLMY
UBC9 SUMO inh: blocks human SUMOylation mediated by UBC9 | P63279 | HTRF SUMOylation assay, SAE1/SAE2 + UBC9, in vitro | inhibition, % at 35 µM | hit rate 0.36% among 290,000 | AID 2006; in the data active means inhibition above about 50%, passing the limit was not always enough; further: strong numbers were not always called active
Target sequence (P63279 whole entry, looked up): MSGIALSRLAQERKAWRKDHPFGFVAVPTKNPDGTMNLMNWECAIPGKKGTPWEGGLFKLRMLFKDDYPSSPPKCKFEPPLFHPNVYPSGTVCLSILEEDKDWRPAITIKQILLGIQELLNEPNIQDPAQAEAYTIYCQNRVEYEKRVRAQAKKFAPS
p-CIP stab down: lowers stability of the mouse p/CIP coactivator protein; F442A p/CIP-EGFP cells, EGFP fluorescence, 16 h; decrease of EGFP signal, % at 10 µM; hit rate 0.01% among 290,000; AID 1984;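 active means EGFP signal decrease of at least 30% at 10 µM or well 3 SD below plate mean, unless failing retest; inactive means the rest, including hits failing retest or dose response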; further: some compounds called inactive have numbers as strong as hits; many of its hits are not listed in these tables
IDE cell inh: cellular human IDE inhibition; P14735; HEK cells, FAbetaB cleavage, fluorescence polarization; inhibition, % at 5.59 µM; hit rate 0.41% among 320,000;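 active means percent inhibition above the average of all tested compounds plus 3 SD, set per screening campaign, cut at about 16% in these data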;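 further: IDE supplied by intact live HEK cells; FP after avidin binding of uncleaved biotin substrate so inhibition keeps polarization high; 0% = DMSO wells and 100% = 60 µM reference IDE inhibitor Ii1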
MEKK2 WT-MEK5: raises or lowers MEK5 binding to wildtype human MEKK2 PB1 domain. hit rate 1.1% among 290,000. AID 1531. bead flow cytometry, Alexa488-MEK5 binding to MEKK2 WT; actives lie on both sides. binding response (% of control), % at 10 µM. Q9Y2U5; in the data active means binding response below about 67% or above about 130%
IDE act: boosts human insulin-degrading enzyme activity in HEK cells | P14735 | FAbeta-B cleavage, fluorescence polarization; 0% vehicle, 100% cell-free pure enzyme wells | activation, % at 5.96 µM | hit rate 0.073% among 340,000 | AID 493087;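 active means activation above the mean of all tested compounds plus 3 SD, set per screening campaign, cut at about 17% in these data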
MEKK2 mut-MEK5: signal of MEK5 binding to mutant human MEKK2 PB1 domain; percent response, % at 10 µM; hit rate 0.35% among 290,000; bead flow cytometry, Alexa488-MEK5 binding to MEKK2 mutant; in the data active means percent response above about 24%, passing the limit was not always enough; further: inactives centre near 1; some results filed as inactive read as strong as hits; reference of the scale not given here
Starred values were filed as active, the others as inactive; x = not tested or not shown; [ ] = another dose, or the depositor's remark. These rows are one share of the data; the hit share may differ from the screen's.

SMILES	NALP1 yeast inh	PfM18AAP inh	MEKK3 PB1 HTS	UBC9 SUMO inh	p-CIP stab down	IDE cell inh	MEKK2 WT-MEK5	IDE act	MEKK2 mut-MEK5
O=C(CCN1CCCC1)c1cccs1	20	-3	90	10	8	0	92	4	-21
CC1(C)CC(=O)C=C(Nc2cc(-c3ccccc3)[nH]n2)C1	-16	-15	85	3	5	5	84	0	-7
O=C(CNc1ccc2ccccc2c1)N/N=C/c1ccc(OC(=O)/C=C/c2ccco2)cc1	25	17	96	-14	6	-3	99	0	0
CCCCCCCNC(=O)C1(CC2CC(c3ccc(Cl)cc3)=NO2)CCN(C(=O)C2CCCC2)CC1 (stereo not given)	2	0	106	-8	-7	-3	96	8	4
O=C(CCn1cccn1)N1CCCC(N2CCN(c3cccc(C(F)(F)F)c3)CC2)C1 (stereo not given)	-21	-1	103	10	-12	0	101	6	-2
O=C(NCc1cccs1)C1CCCN1C(=O)Nc1cccc(F)c1 (stereo not given)	-1	0	103	-4	-9	2	103	7	4
COc1ccccc1NC(=O)CSc1nnc(C)s1	17	1	104	0	0	x	102	0	7
CC(O)c1nc2ccccc2n1CCCOc1ccccc1 (stereo not given)	x	-1	92	-9	0	2	97	10	-18
Cc1occc1C(=O)Nc1ccccc1C(=O)O	13	8	104	-16	-3	10	104	-8	11
Cc1ccc(S(=O)(=O)Nc2cccc(-n3cnnn3)c2)cc1	5	4	106	2	-6	1	103	1	10
COc1ccc(/C(N)=N/O)cc1O	20	-3	104	-2	-1	-3	105	4	-1
CN(C)/C=C/C(=O)c1cccc(C(F)(F)F)c1	9	-12	71	7	7	3	73	3	-12
CCOC(=O)c1sc(S(C)(=O)=O)c2c1CC(C)(C)C/C2=N/O	-13	-11	98	20	-3	-3	94	x	-1
Cc1cccc(NC(=S)N/N=C/c2c[nH]c3ccccc23)c1	-7	22	92	-27	4	2	109	10	-1
COCCNC(=O)/C(C#N)=C/c1cc(C)n(C2CCCCC2)c1C	19	2	101	2	-5	-6	91	-3	-4
Cc1ccc(N=CC=C2OC(C)(C)C(C)(C)O2)cc1	4	-11	100	-10	-18	-8	96	2	2
COC(=O)c1scc(C)c1NC(=O)/C=C/C(=O)O	-10	-42	99	1	-8	1	106	4	-5
COc1ccccc1CCC(=O)Nc1nccs1	14	-10	99	8	2	1	107	5	2
CCNCC(=O)N1c2ccccc2CCc2ccc(NC(=O)OCC)cc21	22	-9	112	9	-10	-7	118	4	15
CC(C)NS(=O)(=O)c1ccc(OCC(=O)NC(C)c2ccccc2)cc1 (stereo not given)	0	5	104	0	-11	-4	104	0	-1
COCCOC(=O)c1c(NC(=O)CN2CCCc3ccccc32)sc(C(N)=O)c1C	27	1	107	-9	-4	8	98	0	11
Fc1ccc(NC(=S)NCc2ccccc2Cl)cc1	23	5	98	-3	-12	1	105	4	1
O=C(O)c1cccc(Oc2ccccc2[N+](=O)[O-])c1	5	3	95	3	-6	8	98	4	-1
CC(C)(C)NC(=O)Cn1c(=O)c(=O)n(Cc2ccccc2)c2ccc(Cl)cc21	32	0	90	13	-4	4	92	-1	-3
O=S(=O)(Cc1ccccc1Cl)NCCOc1ccccc1	24	1	98	2	-5	0	93	-6	-1
COc1ccccc1N1CCN(C(=S)Nc2ccc(F)cc2)CC1	2	0	92	-4	-3	-6	101	6	0
Cc1cc(C)n2nc(SCc3cccc(F)c3)nc2n1	31	-2	102	4	-3	-1	104	-3	1
COC(=O)Nc1c(C(=O)OC)cc(OC)c(OC)c1OC	6	6	97	6	-6	1	99	2	-1
COc1cccc(C2/C(=C(/O)c3ccc(C)cc3)C(=O)C(=O)N2Cc2ccco2)c1 (stereo not given)	18	-2	101	-1	-16	5	112	6	15
CC(=O)c1ccc(NC(=O)CSc2nnc(NC(=O)C3CC3)s2)cc1	-11	8	100	10	10	-2	104	2	5
CCOc1ccc(C(=O)N2CCc3ccccc32)cc1	2	3	108	-6	1	-3	107	2	12
CCOC(=O)c1c(N)sc(C(=O)Nc2ccccc2F)c1C	4	37*	101	8	-17	6	101	-1	0
CCOC(=O)c1c(CSc2cccs2)n(C)c2cc(Br)c(O)c(CN(C)C)c12	16	-4	108	-10	-2	0	100	6	-1
Clc1ccc(-n2nnc(-c3cccnc3Cl)n2)cn1	-9	0	98	1	-10	4	95	4	1
CC(=O)N(/N=C1\Sc2ccccc2C1=O)c1ccc(C)cc1C	1	1	104	22	-9	3	97	3	3
COc1cccc(C2CC(c3ccccc3Cl)n3ncnc3N2)c1 (stereo not given)	24	2	101	4	-6	4	101	-1	2
Cc1cccc(-c2nnc(SCC(=O)N3c4ccccc4CCc4ccccc43)n2C)c1	10	0	106	-2	1	-2	103	-3	-1
Cc1ccc2[nH]c3c(NCc4ccco4)ncnc3c2c1	3	18	86	15	-13	65*	99	-54	0
COC(=O)COc1ccc(S(=O)(=O)NCC2CCCO2)cc1Cl (stereo not given)	13	-7	100	-3	-26	4	104	4	3
Cc1ccc(CNC(=O)Cn2cncn2)cc1	0	3	92	-8	5	-3	89	1	-4
Cc1ccccc1Cn1ccc(NC(=O)c2nc3ncccn3n2)n1	8	3	103	6	-11	-6	100	-1	1
CCN(CC(=O)NCc1ccc(F)cc1)Cc1nc2cc(Cl)ccc2c(=O)[nH]1	30	9	101	11	-12	1	104	3	-2
Clc1ccc2oc(-c3ccccc3)nc2c1	4	-5	99	18	7	6	101	3	1
O=C(CSc1ccc(-c2ccccc2)nn1)NC1CCCCC1	-2	1	105	-2	4	6	106	0	5
CCOc1ccc(NC(=O)CSc2nc3c(c(=O)n2C)SC(C)C3)cc1 (stereo not given)	x	-3	102	-11	-2	16*	99	-35	10
COc1ccc(NC(=O)CN2CCC(NC(=O)c3ccco3)CC2)c([N+](=O)[O-])c1	31	-11	101	12	-10	-4	102	3	1
CCOc1ccccc1-n1c(SCC(N)=O)nnc1-c1cccnc1	20	4	92	-4	-5	17*	99	-33	-2
NC(=O)c1cc(N)ccc1N1CCCCC1	-4	8	105	-4	9	3	104	x	6
C=CCn1c(SCC(=O)NC2CCCCC2)nnc1-c1ccc(OC)cc1	21	7	82	10	8	5	87	5	-3
Cc1cc(NS(=O)(=O)c2ccc(OCCNS(C)(=O)=O)cc2)no1	12	-4	101	2	-1	-5	104	0	5
O=C(NCc1ccccc1)C1CCCN(c2cnccn2)C1 (stereo not given)	26	-6	100	19	-14	6	101	5	-1
CCC(C)NC(=O)c1c(-c2cc(Cl)c(OC)c(Cl)c2)noc1C (stereo not given)	26	0	98	5	-6	7	100	-1	-4
Cc1ccc(C(=O)O)cc1N1CCCC1=O	14	-6	105	-2	-13	0	103	4	0
CC(NC(=O)Nc1nnc(C(F)(F)F)s1)N1C(=O)C2C3C=CC(C3)C2C1=O (stereo not given)	-2	-6	106	17	-4	6	109	3	6
CCC(CC)c1nnc(NC(=O)c2ccc(N3CCCC3=O)cc2)s1	9	-11	104	26	7	-2	103	0	2
C=CCNc1nnc(SC2CC(=O)N(c3ccc(OCCC)cc3)C2=O)s1 (stereo not given)	-28	-56	102	13	-3	-4	104	-4	3
CC(C)(C)n1nnnc1C(c1cc2cc3c(cc2[nH]c1=O)OCO3)N1CCN(c2ccccc2)CC1 (stereo not given)	-4	2	100	26	-9	-1	99	-15	4
COc1cc(C)c2c(c1C=O)Oc1c(c(C)c(O)c3c1C(O)OC3=O)OC2=O (stereo not given)	-4	20	98	53	-2	-5	99	1	2
Cc1scc(C(=O)Nc2ccon2)c1-c1ccccc1	-1	1	102	0	-13	-7	98	2	4
COC(=O)c1ccccc1NC(=O)C1=CC(c2cccs2)=NS(=O)(=O)N1C	-5	-2	102	4	-23	-2	102	0	-3

Already shown: entries from further up.
SMILES	NALP1 yeast inh	PfM18AAP inh	MEKK3 PB1 HTS	UBC9 SUMO inh	p-CIP stab down	IDE cell inh	MEKK2 WT-MEK5	IDE act	MEKK2 mut-MEK5
C=CCNc1nnc(SC2CC(=O)N(c3ccc(OCCC)cc3)C2=O)s1 (stereo not given)	-28	-56	102	13	-3	-4	104	-4	3
CC(C)(C)n1nnnc1C(c1cc2cc3c(cc2[nH]c1=O)OCO3)N1CCN(c2ccccc2)CC1 (stereo not given)	-4	2	100	26	-9	-1	99	-15	4
COc1cc(C)c2c(c1C=O)Oc1c(c(C)c(O)c3c1C(O)OC3=O)OC2=O (stereo not given)	-4	20	98	53	-2	-5	99	1	2
Cc1scc(C(=O)Nc2ccon2)c1-c1ccccc1	-1	1	102	0	-13	-7	98	2	4
COC(=O)c1ccccc1NC(=O)C1=CC(c2cccs2)=NS(=O)(=O)N1C	-5	-2	102	4	-23	-2	102	0	-3

More records.
SMILES	NALP1 yeast inh	PfM18AAP inh	MEKK3 PB1 HTS	UBC9 SUMO inh	p-CIP stab down	IDE cell inh	MEKK2 WT-MEK5	IDE act	MEKK2 mut-MEK5
CC(C)(C)OC(=O)NCCCC[C@H](NC(=O)c1nc[nH]c1C(=O)N1CCN(c2ccccc2)CC1)C(=O)OC(C)(C)C	x	x	97	-18	4	0	94	2	3
Cc1oc(=O)c(NC(=O)c2cccc(Cl)c2)cc1C(=O)c1ccccc1	5	-5	101	-9	10	5	102	-9	3
COc1ccc(NC(=O)CSc2nc(N)c(C#N)cc2C#N)cc1	3	-1	98	-1	9	4	101	4	4
CCOC(=O)c1c(C)nc2c(c1-c1ccccc1)C(=O)c1ccccc1-2	8	8	101	-15	-2	6	105	8	4
CCOC(=O)C1(CC)NC(c2ccco2)C2C(=O)N(c3ccc(C)cc3)C(=O)C21 (stereo not given)	-23	12	85	19	-13	2	85	5	-5
CCOC(=O)N1CCN(C(=O)C(C)N(c2ccc(Oc3ccccc3)cc2)S(C)(=O)=O)CC1 (stereo not given)	8	0	106	-4	-17	4	110	1	6
COc1cccc(OCCCCCN2CCOCC2)c1	-1	-7	97	-6	-16	1	101	6	4
CC1CCC(C(=O)NC(C(=O)NCCCN2CCOCC2)C(C)C)CC1 (stereo not given)	-16	-12	105	0	-1	0	102	3	-2
COc1cc2c(cc1OC)C(c1ccc3c(c1)OCO3)C1=C(CC(C)(C)CC1=O)N2 (stereo not given)	-6	-10	x	11	-1	2	x	4	x
Cc1ccc(-c2cn3cc([N+](=O)[O-])ccc3n2)cc1	35	-1	98	3	-15	14	96	-7	2
CC(=O)Nc1nc(C)c(Oc2ccc(Cl)cc2)c(=O)[nH]1	2	-5	94	7	4	-3	89	-4	-7
COc1ccc(Cn2ccnc2)cc1[N+](=O)[O-]	30	-10	115	6	1	0	111	1	-2
O=C(CN1CCSCC1)N/N=C/c1ccc(F)c(F)c1	-7	3	102	-11	-7	2	102	-1	5
Cc1ccc2nc(SC(C)C(=O)NCc3ccc4c(c3)OCO4)[nH]c2c1 (stereo not given)	32	-4	98	-4	1	0	103	1	-30
CCOc1ccc(N/C=C/C(=O)c2ccc(OC)c(OC)c2)cc1	-13	7	105	9	2	-3	103	0	2
O=C(NNc1c2ccccc2nc2ccccc12)c1cc2ccccc2cc1O	20	1	69*[inhibitor]	0	-1	2	75	8	-9
O=C(Nn1cnnc1)c1cc2c(s1)CCCCC2	4	53*	x	31	-5	5	x	9	x
Cc1ccc(N(CC(O)CN2CCOCC2)S(=O)(=O)c2ccc3ccccc3c2)cc1 (stereo not given)	-8	-3	106	22	-15	6	109	-6	7
CCc1nnc(NC(=O)CCC(=O)N2CCN(CCc3ccccc3)CC2)s1	16	x	97	16	2	0	95	3	3
CCOC(=O)Cn1c(=N)n(Cc2ccccc2)c2ccccc21	0	-6	98	3	-27	-1	100	3	-1

From PubChem BioAssay
